Screening results (PubChem)
KKLEB cytotox: CF airway cell cytotoxicity counter-screen; actives 0.36% (n = 360,000); AID 602141; activity change (cytotoxicity), % at 5 µM; KKLEB CF airway cells viability, ATPlite luminescence, overnight; hits give low values; cells stimulated with P. aeruginosa culture filtrate;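 active means corrected activity change at or below -50% at 5 µM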
NR2E3 ag-1: activates human photoreceptor nuclear receptor NR2E3 | Q9Y5X4 | GST-NR2E3/biotin-RetCOR TR-FRET, 1536-well | inhibition of corepressor binding, % at 4.78 µM | actives 0.12% (n = 320,000) | AID 2300;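 active means percent inhibition above the cutoff of mean plus 3 SD of all tested compounds, set per screening campaign, cut at about 20% in these data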;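 further: 0% = DMSO wells and 100% = biotin wells as full block of FRET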
Target sequence (Q9Y5X4 whole entry, looked up): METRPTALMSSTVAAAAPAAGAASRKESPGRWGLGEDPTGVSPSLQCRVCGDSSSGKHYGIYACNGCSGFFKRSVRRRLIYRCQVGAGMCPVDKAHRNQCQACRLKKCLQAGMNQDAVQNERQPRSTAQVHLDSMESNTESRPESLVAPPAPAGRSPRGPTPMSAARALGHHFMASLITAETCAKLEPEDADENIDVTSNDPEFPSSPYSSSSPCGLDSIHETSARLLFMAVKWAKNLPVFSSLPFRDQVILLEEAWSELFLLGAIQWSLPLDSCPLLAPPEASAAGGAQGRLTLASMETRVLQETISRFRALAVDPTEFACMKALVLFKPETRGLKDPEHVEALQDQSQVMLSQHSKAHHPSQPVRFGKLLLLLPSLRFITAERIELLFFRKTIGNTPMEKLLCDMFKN
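Material: NR2E3–RetCOR corepressor complex / Incubation: Compound–protein incubation for 5 h at 4 °C / Dosing: compound at 4.8 µM, single dose / Detection: time-resolved FRET / Benchmarks: high control biotin, low control 0.6% DMSO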
TRPM1 prom inh: inhibitors of MITF-driven TRPM1 promoter in melanoma cells | SK-MEL-5 TRPM1 promoter luciferase, 24 h | inhibition, % at 12.5 µM | actives 0.83% (n = 330,000) | AID 488899;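 active means mean inhibition across replicates of 60% or more, whatever share of single replicates reaches that level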; further: values of inactives mirror those of a sister screen read the other way
LMP1 NFkB inh: Epstein-Barr LMP1 NF-kappaB reporter inhibition; LMP1-induced NF-kappaB luciferase reporter cells, luminescence; inhibition, % at 12.5 µM; actives 0.69% (n = 350,000); in the data active means inhibition above about 41%;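 further: 0% = neutral control wells and 100% = reference inhibitor control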
Shn3 3UTR inh: Schnurri-3 reporter inhibition in Clone20 osteoblasts | actives 0.52% (n = 360,000) | Clone20 osteoblast Shn3 3'UTR firefly luciferase, 24 h | inhibition, % at 12.5 µM | AID 588674;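 active means mean inhibition of at least 75% with every replicate also reaching 75%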;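 further: 0% = median of neutral control wells and 100% = pilot-screen positive control compound; some compounds past the cut are filed as inactive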
NR2E3 ag-2: agonists of human NR2E3 nuclear receptor. inhibition of corepressor binding, % at 3.98 µM. Q9Y5X4. AID 602229. actives 0.35% (n = 360,000). CHO-S Gal4-NCOR/VP16-NR2E3 two-hybrid, luciferase;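 active means inhibition above the mean of all tested compounds plus 3 SD, cut at about 70% in these data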;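 further: 0% = DMSO with NR2E3 transfected cells and 100% = cells lacking NR2E3 construct; higher means lower luciferase signal from less NR2E3 corepressor binding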
iPSC survival up: enhancers of human iPSC single-cell survival. actives 0.044% (n = 360,000). hiPSC single-cell survival, ATPlite luminescence; 100% = ROCK inhibitor wells, 0% = DMSO. survival enhancement, % at 20 µM; in the data active means survival enhancement above about 18%;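 further: cells exposed to compounds for 16 hours before the ATP read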
CF NFkB inh: blocks PAF-induced NF-kB reporter in cystic fibrosis cells; KKLEB NF-kB-GFP reporter, GFP fluorescence overnight; inhibition, % at 5 µM; actives 0.86% (n = 360,000); AID 588850;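 active means at least 50% inhibition at 5 µM, scaled per plate between neutral and stimulator controls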;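 further: PAF is a Pseudomonas aeruginosa culture filtrate used as stimulus; plate controls were PAF-stimulated DMSO wells for no effect and unstimulated DMSO wells for full effect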
TRAIL sens C8: caspase-8 TRAIL sensitization; NB7+C8 cells + TRAIL, ATPlite viability luminescence; inhibition (viability loss, TRAIL sensitization), % at 10 µM; actives 1% (n = 360,000);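 active means compounds causing at least 50% loss of cell viability in the single-dose screen, relative to plate controls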
Peg3 prom inh: Peg3 promoter activity inhibition | HeLa PEG-Prom luciferase reporter, luminescence, overnight | inhibition, % at 20 µM | actives 1.7% (n = 360,000);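 active means inhibition of at least 50% at 20 µM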
HIF-2a block: blocks HIF-2a reporter activity; 786-0 RCC cells HIF-2a reporter, luciferase luminescence, overnight; inhibition, % at 18.8 µM; actives 0.72% (n = 360,000); AID 624352;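 active means inhibition of the luminescence signal of 40% or more relative to plate controls, in a single-dose primary screen at 18.75 µM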
Starred values were filed as active, the others as inactive. An excerpt, so the mix of outcomes need not match the whole.

What do the screens show for `O=C(O)/C=C\C(=O)Nc1ccccc1C(=O)NC1CCCCC1`?
KKLEB cytotox: -1; NR2E3 ag-1: 2; TRPM1 prom inh: -7; LMP1 NFkB inh: 3; Shn3 3UTR inh: -55; NR2E3 ag-2: -45; iPSC survival up: -1.3; CF NFkB inh: 18; TRAIL sens C8: -6; Peg3 prom inh: -23; HIF-2a block: -31

How did C#CCOc1ccc(C2C3=C(CCCC3=O)N(CC(=O)O)C3=C2C(=O)CCC3)cc1Br do in these assays?
KKLEB cytotox: 2; NR2E3 ag-1: 1; TRPM1 prom inh: 7; LMP1 NFkB inh: -10; Shn3 3UTR inh: -22; NR2E3 ag-2: -15; iPSC survival up: -0.5; CF NFkB inh: -6; TRAIL sens C8: 4; Peg3 prom inh: 11; HIF-2a block: 35

Results for CC(=O)Nc1nnc(S(=O)(=O)N2CCN(c3ccc(Cl)cc3[N+](=O)[O-])CC2)s1 ?
KKLEB cytotox: -3; NR2E3 ag-1: 2; TRPM1 prom inh: -2; LMP1 NFkB inh: -8; Shn3 3UTR inh: -3; NR2E3 ag-2: -24; iPSC survival up: -0.1; CF NFkB inh: 3; TRAIL sens C8: -26; Peg3 prom inh: -11; HIF-2a block: 1

Results for O=C(NC1CCCC1)C(c1c(F)cccc1Cl)N(C(=O)c1csnn1)C1CC1 (configuration not stated) ?
KKLEB cytotox: 1; NR2E3 ag-1: 6; TRPM1 prom inh: 4; LMP1 NFkB inh: -12; Shn3 3UTR inh: -5; NR2E3 ag-2: -15; iPSC survival up: -0.2; CF NFkB inh: -7; TRAIL sens C8: -7; Peg3 prom inh: 17; HIF-2a block: 9

Results for O=C(CN1C(=O)C2(OCCO2)c2ccccc21)c1ccc(F)cc1 ?
KKLEB cytotox: 2; NR2E3 ag-1: -1; TRPM1 prom inh: 12; LMP1 NFkB inh: 9; Shn3 3UTR inh: -2; NR2E3 ag-2: -2; iPSC survival up: -1.9; CF NFkB inh: -3; TRAIL sens C8: -20; Peg3 prom inh: 7; HIF-2a block: -9

How did Cn1nc(-c2ccccc2)cc1NC(=O)[C@@H]1O[C@H](CO)[C@H](O)[C@H](O)[C@H]1O do in these assays?
KKLEB cytotox: 7; Shn3 3UTR inh: -1; NR2E3 ag-2: -4; iPSC survival up: -1.8; CF NFkB inh: 4; TRAIL sens C8: -13; Peg3 prom inh: -7; HIF-2a block: -10

Results for Cc1ccccc1-c1csc(C(C)(O)c2cccnc2)n1 (configuration not stated) ?
KKLEB cytotox: 1; Shn3 3UTR inh: 3; NR2E3 ag-2: 13; iPSC survival up: 0.4; CF NFkB inh: 13; TRAIL sens C8: -8; Peg3 prom inh: 9; HIF-2a block: 6

How did Cc1cc(=O)[nH]c(SCC(=O)Nc2c(C)n(C)n(-c3ccccc3)c2=O)c1C#N do in these assays?
KKLEB cytotox: 25; NR2E3 ag-1: 4; TRPM1 prom inh: -5; LMP1 NFkB inh: -1; Shn3 3UTR inh: 1; NR2E3 ag-2: -8; iPSC survival up: -0.1; CF NFkB inh: -5; TRAIL sens C8: -9; Peg3 prom inh: 13; HIF-2a block: 10

Results for Cc1nnc(NC(=O)CCC(=O)N2CCN(CCOc3cccc4ccccc34)CC2)s1 ?
KKLEB cytotox: -5; NR2E3 ag-1: -1; Shn3 3UTR inh: -22; NR2E3 ag-2: -13; iPSC survival up: -0.2; CF NFkB inh: 6; TRAIL sens C8: -16; Peg3 prom inh: 4; HIF-2a block: 14

Results for Cc1nn(CC(=O)NCC2CCCO2)c(=O)c2ccccc12 (configuration not stated) ?
KKLEB cytotox: 7; NR2E3 ag-1: 0; TRPM1 prom inh: 10; LMP1 NFkB inh: -2; Shn3 3UTR inh: 4; NR2E3 ag-2: 12; iPSC survival up: -0.5; CF NFkB inh: -13; TRAIL sens C8: -15; Peg3 prom inh: 6; HIF-2a block: -1

Results for CN1C(=S)SC(N(O)C=C2C=CC(=O)C=C2)C1(C)C (configuration not stated) ?
KKLEB cytotox: 4; NR2E3 ag-1: 1; TRPM1 prom inh: 11; LMP1 NFkB inh: -2; Shn3 3UTR inh: -10; NR2E3 ag-2: -1; iPSC survival up: 9.2; CF NFkB inh: 2; TRAIL sens C8: -2; Peg3 prom inh: -1; HIF-2a block: 9

Results for O=C(NCCS(=O)(=O)N1CCN(c2cccc(Cl)c2)CC1)c1cc(=O)c2ccccc2o1 ?
KKLEB cytotox: -6; NR2E3 ag-1: 1; TRPM1 prom inh: -9; LMP1 NFkB inh: -7; Shn3 3UTR inh: 75; NR2E3 ag-2: 33; iPSC survival up: -0.1; CF NFkB inh: 13; TRAIL sens C8: -12; Peg3 prom inh: 19; HIF-2a block: 9

How did N/C(Cc1cccc2ccccc12)=N\OC(=O)c1cccs1 do in these assays?
KKLEB cytotox: 6; NR2E3 ag-1: -2; TRPM1 prom inh: 4; LMP1 NFkB inh: -5; Shn3 3UTR inh: -7; iPSC survival up: 3.0; CF NFkB inh: 0; TRAIL sens C8: -4; Peg3 prom inh: 9; HIF-2a block: 15

Results for COC(=O)c1c(-c2ccccc2)nn(-c2ccccc2)c1C(=O)OC ?
KKLEB cytotox: -8; NR2E3 ag-1: 3; TRPM1 prom inh: 8; LMP1 NFkB inh: 3; Shn3 3UTR inh: 15; NR2E3 ag-2: -23; iPSC survival up: -0.2; CF NFkB inh: 6; TRAIL sens C8: 13; Peg3 prom inh: 14; HIF-2a block: 7

Results for COc1ccccc1CNc1cc(-c2ccccc2)ccc1OC ?
KKLEB cytotox: -7; NR2E3 ag-1: 0; TRPM1 prom inh: 5; LMP1 NFkB inh: -7; Shn3 3UTR inh: -26; NR2E3 ag-2: -40; iPSC survival up: -2.4; CF NFkB inh: 2; TRAIL sens C8: 23; Peg3 prom inh: -19; HIF-2a block: -18

Pulled by structure from above, 2 records:
Results for COc1ccccc1CNc1cc(-c2ccccc2)ccc1OC ?
KKLEB cytotox: -7; NR2E3 ag-1: 0; TRPM1 prom inh: 5; LMP1 NFkB inh: -7; Shn3 3UTR inh: -26; NR2E3 ag-2: -40; iPSC survival up: -2.4; CF NFkB inh: 2; TRAIL sens C8: 23; Peg3 prom inh: -19; HIF-2a block: -18

How did Cc1cc(=O)[nH]c(SCC(=O)Nc2c(C)n(C)n(-c3ccccc3)c2=O)c1C#N do in these assays?
KKLEB cytotox: 25; NR2E3 ag-1: 4; TRPM1 prom inh: -5; LMP1 NFkB inh: -1; Shn3 3UTR inh: 1; NR2E3 ag-2: -8; iPSC survival up: -0.1; CF NFkB inh: -5; TRAIL sens C8: -9; Peg3 prom inh: 13; HIF-2a block: 10

The listing continues:
Results for Cc1ccc(-c2noc(C3CCN(S(C)(=O)=O)CC3)n2)o1 ?
KKLEB cytotox: -4; NR2E3 ag-1: 3; TRPM1 prom inh: -38; LMP1 NFkB inh: -9; Shn3 3UTR inh: -32; NR2E3 ag-2: -60; iPSC survival up: -0.6; CF NFkB inh: 9; TRAIL sens C8: 4; Peg3 prom inh: -103; HIF-2a block: -75

What do the screens show for `COc1ccc(-c2csc(C(C)(O)c3cccnc3)n2)cn1` (configuration not stated)?
KKLEB cytotox: 8; Shn3 3UTR inh: -7; NR2E3 ag-2: -12; iPSC survival up: 2.6; CF NFkB inh: 11; TRAIL sens C8: 6; Peg3 prom inh: 9; HIF-2a block: -22

Results for CC(=O)c1cccc(Oc2ncccn2)c1 ?
KKLEB cytotox: 9; NR2E3 ag-1: 2; LMP1 NFkB inh: -9; Shn3 3UTR inh: -5; NR2E3 ag-2: -6; iPSC survival up: -0.8; CF NFkB inh: 1; TRAIL sens C8: -15; Peg3 prom inh: 8; HIF-2a block: -4

Results for O=C1NC(=Nc2ccccc2)SC1Cc1cccc(Cl)c1Cl (configuration not stated) ?
KKLEB cytotox: -9; NR2E3 ag-1: 0; TRPM1 prom inh: 6; LMP1 NFkB inh: 15; Shn3 3UTR inh: -12; NR2E3 ag-2: -7; iPSC survival up: 0.9; CF NFkB inh: -3; TRAIL sens C8: 1; Peg3 prom inh: 8; HIF-2a block: -15

How did Cc1c(NS(=O)(=O)c2cccc(C(=O)NCc3ccc(Cl)cc3)c2)c(=O)n(-c2ccccc2)n1C do in these assays?
KKLEB cytotox: 1; NR2E3 ag-1: 2; TRPM1 prom inh: 12; LMP1 NFkB inh: -12; Shn3 3UTR inh: 6; NR2E3 ag-2: 9; iPSC survival up: -0.1; CF NFkB inh: -6; TRAIL sens C8: -8; Peg3 prom inh: 7; HIF-2a block: 9

What do the screens show for `CCCOc1ccc(C2c3c(oc4ccccc4c3=O)C(=O)N2CCN(CC)CC)cc1OC` (configuration not stated)?
KKLEB cytotox: 8; NR2E3 ag-1: 2; TRPM1 prom inh: -26; LMP1 NFkB inh: -4; Shn3 3UTR inh: -7; NR2E3 ag-2: -16; iPSC survival up: -0.8; CF NFkB inh: 6; TRAIL sens C8: 4; Peg3 prom inh: -54; HIF-2a block: -33

Results for COC(=O)c1ccsc1NC(=O)CCS(=O)(=O)c1ccc(Cl)cc1 ?
KKLEB cytotox: 8; NR2E3 ag-1: -1; TRPM1 prom inh: 3; LMP1 NFkB inh: 2; Shn3 3UTR inh: 3; NR2E3 ag-2: 20; iPSC survival up: -0.3; CF NFkB inh: -12; TRAIL sens C8: 5; Peg3 prom inh: 21; HIF-2a block: 3

How did O=C(C1CCN(S(=O)(=O)Cc2ccccc2)CC1)N1CCN(c2ncccn2)CC1 do in these assays?
KKLEB cytotox: -1; NR2E3 ag-1: 2; TRPM1 prom inh: -15; LMP1 NFkB inh: 2; Shn3 3UTR inh: -18; NR2E3 ag-2: -15; iPSC survival up: -0.3; CF NFkB inh: 8; TRAIL sens C8: 6; Peg3 prom inh: 22; HIF-2a block: 4

What do the screens show for `Cc1cc(C(=O)N/N=C/C=C/c2ccc(Br)cc2)n[nH]1`?
KKLEB cytotox: 11; NR2E3 ag-1: 0; TRPM1 prom inh: -20; LMP1 NFkB inh: -4; Shn3 3UTR inh: 1; NR2E3 ag-2: -18; iPSC survival up: 0.1; CF NFkB inh: -47; TRAIL sens C8: 2; Peg3 prom inh: 2; HIF-2a block: 1

Filtered by structure, the entries above with fluorine (two)
Results for O=C(NC1CCCC1)C(c1c(F)cccc1Cl)N(C(=O)c1csnn1)C1CC1 (configuration not stated) ?
KKLEB cytotox: 1; NR2E3 ag-1: 6; TRPM1 prom inh: 4; LMP1 NFkB inh: -12; Shn3 3UTR inh: -5; NR2E3 ag-2: -15; iPSC survival up: -0.2; CF NFkB inh: -7; TRAIL sens C8: -7; Peg3 prom inh: 17; HIF-2a block: 9

Results for O=C(CN1C(=O)C2(OCCO2)c2ccccc21)c1ccc(F)cc1 ?
KKLEB cytotox: 2; NR2E3 ag-1: -1; TRPM1 prom inh: 12; LMP1 NFkB inh: 9; Shn3 3UTR inh: -2; NR2E3 ag-2: -2; iPSC survival up: -1.9; CF NFkB inh: -3; TRAIL sens C8: -20; Peg3 prom inh: 7; HIF-2a block: -9
